# T cell HTS: T cell immune modulators affecting CD8 T cell-vesicle binding | 2C CD8+ T cell-vesicle binding, flow cytometry; active compounds read low | calls only at 7 µM | 330,000 tested, 0.068% active;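 active = response, share of CD8 T cells binding vesicles, and their 90th percentile fluorescence all below set limits, cut at about 80% in these data, passing the limit was not always enough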
#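 Material: murine 2C transgenic CD8+ T lymphocytes / Also added: QL9-peptide-loaded Drosophila micro-vesicles bearing Ld, ICAM-1 and B7-1 / Schedule: binding step 1.5 h, 37 °C, antibody labelling 20 min, ice / Signal: flow cytometry, PE anti-B7-1 (FL2) versus Alexa647 anti-CD8 (FL8), PFA-fixed / Evaluation: percent CD8+ FL2 mean versus row control / Benchmarks: naked versus QL9-loaded vesicles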
# Myeloid diff MLP: compounds promoting myeloid differentiation. calls only at 10 µM. ER-HoxA9 myeloid progenitors, lysozyme-GFP differentiation, flow cytometry. 360,000 tested, 1% active;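 active = normalized GFP-positive differentiation at or above the plate's own cutoff, the solvent-only control mean plus 3 SD; inconclusive = no clear call, values can overlap the other calls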;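 also: cells exposed to compound for four days before flow analysis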
# T cell HTS vesicle-bound %: second read-out of T cell HTS, no call of its own (marks repeat the call); double positive events, %; measured here: CD8+ vesicle-bound cell fraction;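 binding gate set so that unloaded-vesicle control wells show 10% double positive cells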
# Myeloid diff MLP GFP+ MAC1+ %: further read-out of Myeloid diff MLP, marked with its call; GFP+ MAC1+ double positive, %; measured here: differentiation confirmed by MAC1 staining
# The depositor's hits bear a star; i = inactive; ? = inconclusive; . = no result given; + = active, no number. Some of the compounds tested; the hit share may differ from the screen's.
SMILES,T cell HTS,T cell HTS vesicle-bound %,Myeloid diff MLP,Myeloid diff MLP GFP+ MAC1+ %
CCOC(=O)c1[nH]cnc1C(=O)NC1CCN(C(=O)OC(C)(C)C)CC1,i,36,i,1.4
Cc1ccc(COC(=O)c2cccc(S(=O)(=O)N3CCCCCC3)c2)cc1,i,32,i,0.2
Cc1noc(C)c1S(=O)(=O)Nc1ccc2c(c1)CC(=O)N([C@H](C)CO)C[C@H](C)[C@@H](CN(C)CC1CC1)O2,i,14,i,1.8
O=C(COC(=O)c1ccc(Cl)cc1)NC1CCCCCC1,i,36,i,1.1
CCN(CC(=O)NCc1cccs1)C(=O)/C=C/c1cc(OC)ccc1OC,i,43,i,0.7
COCCN(CC(=O)Nc1cccc(C)c1C)C(=O)c1cc2c(s1)CCC2,i,45,i,1.1
CCCC1CC(C(=O)Nc2ccccc2)C(=O)O1 (configuration not stated),i,35,i,0.9
O=C(NCc1ccccc1F)C12CC3CC(CC(C3)C1)C2,i,24,i,0.9
COc1ccc(NC(=O)C2CC2)cc1S(=O)(=O)N1CCOCC1,i,36,i,0.9
COC(=O)c1cccc(NC(=O)CCc2c(C)noc2C)c1,i,48,i,0.7
CC1CCCCN1C(=O)c1ccc(C(=O)c2ccccc2)cc1 (configuration not stated),i,8,i,0.5
O=C(COc1ccc(-n2cnnn2)cc1)Nc1ccc(F)c(F)c1,i,26,i,2.5
CC(=O)Nc1ccc(NC(=O)CSc2ncc(C(=O)Nc3ccc(Cl)cc3)c(=O)n2C)cc1,i,35,i,0.2
Cc1ccc(N2CC(C(=O)NCc3n[nH]c(=O)c4ccccc34)CC2=O)cc1C (configuration not stated),i,39,i,0.3
O=C(CN1C(=O)NC2(CCc3ccccc32)C1=O)c1ccc(F)c(F)c1 (configuration not stated),i,29,i,0.8

# 6 entries out of the list, ordered by heavy-atom count, lowest first.
SMILES,T cell HTS,T cell HTS vesicle-bound %,Myeloid diff MLP,Myeloid diff MLP GFP+ MAC1+ %
O=C(COC(=O)c1ccc(Cl)cc1)NC1CCCCCC1,i,36,i,1.1
CC1CCCCN1C(=O)c1ccc(C(=O)c2ccccc2)cc1 (configuration not stated),i,8,i,0.5
O=C(COc1ccc(-n2cnnn2)cc1)Nc1ccc(F)c(F)c1,i,26,i,2.5
CCOC(=O)c1[nH]cnc1C(=O)NC1CCN(C(=O)OC(C)(C)C)CC1,i,36,i,1.4
CCN(CC(=O)NCc1cccs1)C(=O)/C=C/c1cc(OC)ccc1OC,i,43,i,0.7
CC(=O)Nc1ccc(NC(=O)CSc2ncc(C(=O)Nc3ccc(Cl)cc3)c(=O)n2C)cc1,i,35,i,0.2

# More structures:
SMILES,T cell HTS,T cell HTS vesicle-bound %,Myeloid diff MLP,Myeloid diff MLP GFP+ MAC1+ %
COCC(C)n1c(SCC(=O)Nc2nccs2)nc2ccccc2c1=O (configuration not stated),i,33,i,0.3
CN(Cc1ccc(C(C)(C)C)cc1)C(=O)C1CSC2(C)CCC(=O)N12 (configuration not stated),i,18,i,0.3
COc1ccc(NC(=O)CSc2nc3[nH]c(=O)cc(O)c3s2)cc1OC,i,42,i,1.2
CN(CC(=O)Nc1ccccc1C(F)(F)F)C(=O)C1CCN(S(=O)(=O)c2ccc3c(c2)OCCO3)CC1,i,43,?,.
O=C(NCCOc1ccccc1F)C1CC(=O)N(c2ccc3c(c2)OCCO3)C1 (configuration not stated),i,21,i,1.1
N#CC1(NC(=O)COc2ccc3ccc(=O)oc3c2)CCCCC1,i,40,i,0.8
CC(C)Cc1nnc(NC(=O)CN2C(=O)C3CCCCC3C2=O)s1 (configuration not stated),i,22,i,0.7
Cn1nnnc1SCC(=O)N1N=C(c2cccs2)CC1c1cccs1 (configuration not stated),i,38,i,0.6
O=C1CN(C(=O)CSc2nnnn2C2CC2)c2ccccc2N1,i,47,i,0.5
CCc1ccc(N=Nc2ccc(O)c3[nH]cnc23)cc1,i,21,+,2.4*
CC[C@@H](C)[C@@H]1CN([C@@H](C)CN2CCC[C@H]2CN2C(N)=NC[C@@H]2Cc2ccccc2)C(=N)N1CCc1ccc(Cl)c(Cl)c1,i,24,i,1.0
C=C1CCC2[C@](C)(CO)[C@H](O)CC[C@@]2(C)[C@@H]1C/C=C1\C(=O)OC[C@H]1O (some centres not stated),i,38,?,.
C[n+]1c(-c2ccccc2)sc([S-])c1-c1ccccc1,i,50,i,0.9
C[C@H](NC(N)=O)C(=O)Nc1ccc(N2CCOCC2)c(S(=O)(=O)Nc2ccc(Cl)cc2)c1,i,46,i,1.9
CC1CCN(C(=O)c2ccc(NC(=O)CC3SC(N4CCCC4)=NC3=O)cc2)CC1 (configuration not stated),i,38,i,0.8
CC(OC(=O)c1ccc([N+](=O)[O-])cc1)C(=O)NCC1CCCCC1 (configuration not stated),i,36,i,0.6
COCc1ccc(-c2c(-c3ccc(OC)cc3)oc(=O)c3cc(OC)c(OC)cc23)cc1,i,13,i,1.2
COc1ccc(S(=O)(=O)NCc2ccccn2)cc1NC(=O)c1ccc(C)cc1,i,39,i,0.3
CC(=O)CCC1CC(c2ccc(Cl)cc2)=NO1 (configuration not stated),i,19,i,1.3
CCCCn1c(N)c(N(CC(C)C)C(=O)c2cc3c(s2)CCC3)c(=O)[nH]c1=O,i,43,i,0.4
Cc1nc2nc(N)nc(OCc3ccccc3)c2nc1C,i,42,i,0.8
CC[C@@H]1C/C=C\Cc2ccccc2[C@H](C(=O)C[C@@H](O)CC(C)=O)OC1=O,i,10,i,2.6
COCCN(C(=O)COC(=O)c1ccccc1NCc1ccco1)c1c(N)n(Cc2ccccc2)c(=O)[nH]c1=O,i,49,i,1.2
Nc1nc(COC(=O)CCC(=O)c2ccc(Cl)cc2)nc(Nc2ccccc2)n1,i,52,i,0.9
Cc1sc2ncnc(N3CCC(C(=O)Nc4ccc(S(N)(=O)=O)cc4)CC3)c2c1C,i,51,i,0.6
CC1(NC(=O)Cn2cc(C(F)(F)F)ccc2=O)CCS(=O)(=O)C1 (configuration not stated),i,43,i,1.0
COc1ccc(NS(=O)(=O)c2cc(NC(=O)c3ccccc3)ccc2N2CCOCC2)cc1,i,35,i,1.0
Cc1cc(Cl)ccc1OCCCC(=O)NNC(=O)c1ccncc1,i,38,i,0.4
OCC[C@H]1C[C@@H](O)[C@H](O)[C@@]2(CCc3ccccc3O2)O1,i,48,i,0.9
C=CCNC(=O)c1onc(CS(=O)(=O)c2cc(C)cc(C)c2)c1C(=O)NCC=C,i,35,i,1.6

# A different layout for part of the listing above.
# The line under a structure holds: T cell HTS, T cell HTS vesicle-bound %, Myeloid diff MLP, Myeloid diff MLP GFP+ MAC1+ %
OCC[C@H]1C[C@@H](O)[C@H](O)[C@@]2(CCc3ccccc3O2)O1
 : i, 48, i, 0.9
C=CCNC(=O)c1onc(CS(=O)(=O)c2cc(C)cc(C)c2)c1C(=O)NCC=C
 : i, 35, i, 1.6

# (further entries)
SMILES,T cell HTS,T cell HTS vesicle-bound %,Myeloid diff MLP,Myeloid diff MLP GFP+ MAC1+ %
CC1CCC(CN2C(Nc3ccccc3)=NC[C@@H]2Cc2ccccc2)CC1 (some centres not stated),i,7,i,0.6
CN(C)CCN(C(=O)C1CCN(S(=O)(=O)c2cccs2)CC1)c1nc2ccc(F)cc2s1,i,58,i,0.6
CCN(CC)S(=O)(=O)c1cccc(C(=O)OCC(=O)NCc2ccccc2OC)c1,i,16,i,0.3
Cc1ccc(C2(C)NC(=O)N(CC(=O)N3CCc4ccccc43)C2=O)cc1 (configuration not stated),i,53,i,0.8
O=C(Nc1nccs1)C1CC=CCC1C(=O)OCC(F)(F)C(F)F (configuration not stated),i,40,i,0.4
CC1(NC(=O)Cc2ccc(Cl)c(Cl)c2)CCS(=O)(=O)C1 (configuration not stated),i,36,i,0.8
O=C(Nc1ccccc1N1CCCC1)C1CCN(S(=O)(=O)c2cccc(C(F)(F)F)c2)CC1,i,52,i,1.0
COc1ccc(/C=C/C(=O)OCC(=O)NCCc2ccccc2)c(OC)c1,i,44,i,0.5
COc1ccc(S(=O)(=O)N(C)C)cc1NC(=O)c1ccc(OCC(=O)N2CCOCC2)c(OC)c1,i,6,i,0.4
CCN(CC)CCCn1c2c(c(SCC(=O)Nc3ccc(C)c(F)c3)nc1=O)CCC2,i,29,i,1.0
COC(=O)c1ccc(CSc2nc(C(F)F)cc(C)c2C#N)o1,i,33,i,0.2
COc1ccc(N(Cc2ccccc2)S(=O)(=O)c2cccc(C(=O)Nc3ncccc3C)c2)cc1,i,37,i,0.6
Cc1ccccc1SCC(=O)OCC(=O)N(C)c1c(N)n(Cc2ccccc2)c(=O)[nH]c1=O,i,11,i,0.5
CCN1CCN(c2ccc(S(=O)(=O)N3CCOCC3)cc2N)CC1,i,31,i,0.8
CN(C)CCn1c2c(c(SCC(=O)Nc3nccs3)nc1=O)CCCC2,i,30,i,0.5

# Shown as tab-separated lines: two of the compounds above.
Molecule	T cell HTS	T cell HTS vesicle-bound %	Myeloid diff MLP	Myeloid diff MLP GFP+ MAC1+ %
CCN(CC)S(=O)(=O)c1cccc(C(=O)OCC(=O)NCc2ccccc2OC)c1	i	16	i	0.3
Cc1ccc(C2(C)NC(=O)N(CC(=O)N3CCc4ccccc43)C2=O)cc1 (configuration not stated)	i	53	i	0.8

# (cont.)
SMILES,T cell HTS,T cell HTS vesicle-bound %,Myeloid diff MLP,Myeloid diff MLP GFP+ MAC1+ %
O=C(NC1CC1)c1ccc(NS(=O)(=O)c2ccc(F)cc2)cc1,i,35,i,1.6
COc1ccc(C(=O)OCC(=O)NC2CC2)cc1S(=O)(=O)Nc1ccc(C)cc1,i,43,i,0.4
COc1cc(S(=O)(=O)Nc2ccccc2N2CCCCC2)ccc1NC(C)=O,i,21,i,0.9
C[C@H]1CN([C@@H](C)CO)C(=O)Cc2cc(NS(C)(=O)=O)ccc2O[C@@H]1CN(C)CC1CC1,i,10,i,2.6
CSc1ccccc1NC(=O)COC(=O)c1cnc(C)cn1,i,2,i,0.6
COc1ccc2c(c1)OC[C@H]1[C@@H]2N2C(=O)CNC(=O)[C@@]2(C)[C@H]1c1ccccc1,i,25,i,2.3
COc1ccc(CNC(=O)C(C)OC(=O)c2cccc(N(C)C)c2)cc1 (configuration not stated),i,50,i,0.7
CCOc1cc(C(=O)N(C)CC(=O)Nc2cccc3ccccc23)ccc1OC,i,14,i,0.2
Cc1ccc(OCCC(=O)OCC(=O)NC(=O)NC2CCCCC2)cc1,i,35,i,1.4
C[C@H]1COC(=O)[C@@H](Cc2ccc(F)cc2)C/C=C\C[C@@H](CC(=O)NCCO)C(=O)N1,i,10,i,0.6
CCOC(=O)c1nn(-c2ccccc2C)c(=O)cc1OCC(=O)Nc1cccc(OC)c1,i,29,i,0.7
O=C(CCNC(=O)c1ccc(Cl)cc1)Nc1ccncc1,i,59,i,1.0
CCOC(=O)[C@H]1[C@H]2COc3ccc(C)cc3[C@@H]2N2C(=O)CN(Cc3ccccc3)C(=O)[C@@]12C,i,43,i,2.2
O=C(CN1CCN(C(=O)CNC(=O)c2ccc3c(c2)OCO3)CC1)Nc1cccc(F)c1,i,3,i,0.3
O=C(CN1C(=O)NC(c2ccccc2)(c2ccccc2)C1=O)NC1CCCC1,i,40,i,1.1
COc1ccc(C)cc1NC(=O)C(OC(=O)c1cnc(C)cn1)c1ccccc1 (configuration not stated),i,14,i,1.1
CC(OC(=O)c1ncc(Cl)c(Cl)c1Cl)C(=O)NC1CCCCC1C (configuration not stated),i,30,i,0.6
COc1cccc(COC(=O)c2ccc3c(=O)n4c(nc3c2)CCC4)c1OC,i,36,i,0.4
CCOc1ccc(S(=O)(=O)N2CCN(C(=O)CCC(=O)N3CCOCC3)CC2)cc1,i,20,i,0.4
COc1cccc(NC(=O)C(=O)NCC(c2ccco2)N2CCc3ccccc3C2)c1 (configuration not stated),i,37,i,0.6
Cc1ccc(S(=O)(=O)NCC(c2ccco2)N2CCc3ccccc3C2)cc1 (configuration not stated),i,20,i,0.7
CCN(CC)CCCn1c2c(c(SCC(=O)Nc3ccccc3Cl)nc1=O)CCC2,i,28,i,1.1
O=C(NCCN1CCOCC1)c1cccc(NS(=O)(=O)c2ccc(Br)cc2)c1,i,35,i,0.6
Cc1ccc(OCCC(=O)Nc2ccccc2C(=O)N2CCCCC2)cc1,i,40,i,0.4
O=C(COC(=O)Cc1c(F)cccc1Cl)NCc1ccc2c(c1)OCO2,i,26,i,0.9
COc1ccc(OCC(=O)NC2CCSc3ccccc32)cc1 (configuration not stated),i,35,i,0.7
Cc1ccc(C(=O)NC2CC(C)(C)NC(C)(C)C2)cc1S(=O)(=O)N1CCCCC1,i,14,i,0.6
Cc1ccsc1CN(C)CC(=O)Nc1ccccc1C(=O)NC1CC1,i,29,i,3.4
c1ccc(N=Nc2ccc3cccccc2-3)cc1,i,31,i,1.3
N#CCCN(C(=O)CN1c2cccc3cccc(c23)S1(=O)=O)c1ccccc1,i,22,i,0.7
C[C@@]12C(=O)NCC(=O)N1[C@@H]1c3cc(Br)ccc3OC[C@@H]1[C@@H]2c1ccccc1,i,10,i,1.1
CCCCn1nc(C(=O)N(CCOC)c2c(N)n(CCCC)c(=O)[nH]c2=O)c2ccccc2c1=O,i,40,i,2.1
CC(Sc1nnc(-c2ccc(Cl)cc2)n1N)C(=O)NCC1CCCO1 (configuration not stated),i,9,i,0.3

# Bioassay records (PubChem)
